Assay outcomes as filed in PubChem.
Autophagy mod – alters autophagy in cells. MEF GFP-LC3 puncta imaging; test concentration mostly 10 µM. calls only at 10 µM (by protocol). actives 0.98% (n = 190,000);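 active = percentage of spot-positive cells more than 3 SD above its plate mean, without a fluorescence outlier flag or 80% toxicity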;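 note: spot-positive cell cutoff set from DMSO-treated cells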
Hep lipid drop – hepatic lipid droplet formation modulation; inhibition, % at 6.5 µM; actives 0.4% (n = 240,000); AML12 mouse hepatocytes, oleate lipid droplets, BODIPY imaging;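 active = lipid droplet intensity inhibited by at least 50%, with more than 500 cells counted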
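Assay system: AML12 hepatocytes (mouse); Probe or stimulus: oleic acid at 100 µM to induce lipid droplet formation; Dosing: compound at 6.5 µM only; Schedule: compound with oleate, overnight; Detection: fluorescence imaging, 20x objective, two fields per well; Measure: % inhibition of lipid droplet signal.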
T cell modulator – modulates CD8 T cell binding to vesicles; 2C CD8+ T cell-vesicle binding, flow cytometry; stronger effect = lower value; actives 0.068% (n = 330,000); calls only at 7 µM;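 active = response, share of CD8 T cells binding vesicles, and their 90th percentile fluorescence all below set limits, cut at about 80% in these data, passing the limit was not always enough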
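System: murine 2C transgenic CD8+ T lymphocytes; also added: QL9-loaded Drosophila micro-vesicles; times: binding 1.5 h at 37 °C; measured by: flow cytometry, PE anti-B7-1 (FL2) versus Alexa647 anti-CD8 (FL8), PFA-fixed; control set: Peptide-free naked vesicles (low) and QL9 vesicles with 0.7% DMSO vehicle (high)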
MT stabilizer – microtubule stabilizers in HeLa cells; AID 2205; actives 0.83% (n = 200,000); HeLa tubulin immunostaining HCS, 24 h; share of cells brighter than vehicle mean+2SD; % tubulin-high responders, % at 10 µM;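 active = plate Z-score above 3 for both tubulin-high and condensed-nucleus cell shares, with cell loss under 80%, at 10 µM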;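 note: anti alpha tubulin signal scored within the nucleus-defined area of each cell; some results filed as inactive read as strong as hits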
West Nile virus CPE – inhibition of WNV-induced cytopathic effect – cell-based, CPE readout (AID 1621) | actives 0.02% (n = 290,000) | one-dose CPE inhibition, % at 10 µM; IC50 in µM for titrated hits | West Nile virus-infected cells, CPE inhibition; higher % means a stronger effect; in the data active = a potency from the dose series; note: strong numbers were not always called active
Insulin prom up – MIN6 insulin promoter up-regulation; MIN6 insulin promoter-GFP reporter, high-content imaging; stronger effect = higher value; z-score at 5 µM; actives 0.3% (n = 190,000); AID 1625;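 active = z-score above 3 at 5 µM with at least 500 cells counted in the well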
Myeloid diff 2 – promotes myeloid progenitor differentiation; ER-HoxA9 myeloid progenitors, lysozyme-GFP differentiation, flow cytometry; calls only at 10 µM; actives 1% (n = 360,000);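 active = normalized GFP-positive differentiation at or above the plate's own cutoff, the solvent-only control mean plus 3 SD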;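 note: cells exposed to compound for four days before flow analysis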
b-catenin transl – modulators of beta-catenin nuclear translocation; HeLa beta-catenin nuclear translocation, immunofluorescence imaging; nuclear translocation activity, % at 5 µM; actives 0.3% (n = 190,000);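 active = nuclear translocation activity above 50% at 5 µM, with a well cell count of 50 or more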;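 note: per-cell ratio of nuclear to cytoplasmic median beta-catenin stain intensity; plate controls were DMSO negative control for no effect and GSK-3 inhibitor IX positive control for full effect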
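Test system: human HeLa cells, native beta-catenin. Compound dosing: 5 µM primary single dose, 0.1% DMSO, 0.02–20 µM confirmation series. Incubation: compound exposure 24 h at 37°C. Detection: beta-catenin immunostaining with DAPI counterstain, 20x imaging, 6 fields/well. Read-out basis: Nuclear/cytoplasmic beta-catenin signal ratio, % activation.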
WT yeast gro inh – growth inhibition of WT yeast, mitochondrial fusion screen | mitochondrial fusion phenotypic screen, WT strain | inhibition, % at 10 µM | actives 2.1% (n = 190,000); in the data active = inhibition above about 58%; tested in S. cerevisiae
WT yeast gro inh mutant strain – recorded beside WT yeast gro inh, whose call it bears; inhibition, %; mitochondrial fusion phenotypic screen, mutant strain inhibition
Insulin prom up cell count – recorded beside Insulin prom up, whose call it bears; cell count; measured here: cytotoxicity, nuclei count;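 total cells summed across four imaged fields per well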
Hep lipid drop cells 6.5 µM – further read-out of Hep lipid drop, marked with its call; cell count; measured here: cell count, cytotoxicity flag;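 cells counted across two imaged fields per well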
b-catenin transl cell count 5 µM – second read-out of b-catenin transl, no call of its own (marks repeat the call); cell count; measured here: cell count, cytotoxicity flag
T cell modulator vesicle-bound % – second read-out of T cell modulator, no call of its own (marks repeat the call); double positive events, %; measured here: CD8+ vesicle-bound cell fraction;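 binding gate set so that unloaded-vesicle control wells show 10% double positive cells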
MT stabilizer Hoechst-high % – also measured in MT stabilizer; calls as there; % Hoechst-high responders; measured here: nuclear condensation Hoechst responders;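 share of cells brighter than vehicle mean plus two SD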
MT stabilizer cytotoxicity % – also measured in MT stabilizer; calls as there; toxicity, %; measured here: cytotoxicity by cell density;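 0% = mean cell density of plate MIN control wells and 100% = no cells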
Autophagy mod cell loss 18 h – also measured in Autophagy mod; calls as there; toxicity, %; measured here: cell loss, nuclei count;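 cell loss after 18 h compound exposure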
Myeloid diff 2 GFP+ MAC1+ % – recorded beside Myeloid diff 2, whose call it bears; GFP+ MAC1+ double positive, %; measured here: differentiation confirmed by MAC1 staining
The depositor's hits bear a star; i = inactive; / = not tested or not shown.

SMILES | Autophagy mod | Autophagy mod cell loss 18 h | Hep lipid drop | Hep lipid drop cells 6.5 µM | T cell modulator | T cell modulator vesicle-bound % | MT stabilizer | MT stabilizer Hoechst-high % | MT stabilizer cytotoxicity % | West Nile virus CPE | Insulin prom up | Insulin prom up cell count | Myeloid diff 2 | Myeloid diff 2 GFP+ MAC1+ % | b-catenin transl | b-catenin transl cell count 5 µM | WT yeast gro inh | WT yeast gro inh mutant strain
C/C(=C\C(=O)c1ccc(Cl)cc1)NCc1ccc2c(c1)OCO2 | i | 2 | / | / | i | 12 | 1.6 | 1.0 | 4.1 | 0.5% | -0.4 | 1354 | i | 0.7 | -0.9 | 1394 | 0 | -4
Cc1ccccc1OCCCC(=O)Nc1ccc(Br)cc1 | i | 19 | 13 | 716 | i | 45 | 2.4 | 2.0 | 5.7 | -0.1% | -0.59 | 1854 | i | 0.4 | -0.6 | 1014 | 1 | -6
O=C(COC(=O)CNC(=O)c1cccc(F)c1)NCCC1=CCCCC1 | i | 10 | 18 | 688 | i | 56 | 5.5 | 1.5 | 5.5 | -0.1% | 0.9 | 1525 | i | 0.3 | 0.5 | 1099 | -9 | -4
Cc1cc(Cl)ccc1OCC(=O)NCCCn1ccnc1 | i | -7 | -3 | 688 | i | 54 | 2.4 | 2.1 | 6.3 | -1.1% | -0.19 | 1383 | i | 0.7 | -1.0 | 589 | 16 | 2
Nc1nc(SCC(=O)NC2CCCc3ccccc32)n[nH]1 (stereo unspecified) | i | 8 | 0 | 710 | i | 9 | 2.1 | 2.0 | 2.0 | 0.7% | -0.35 | 1260 | i | 0.6 | -0.9 | 1121 | 11 | -7
CCOc1ccc(N/C(=N/c2nc(C)cc(C)n2)NC(C)=O)cc1 | / | / | -5 | 731 | i | 27 | / | / | / | -0.4% | -0.12 | 959 | i | 0.6 | -0.2 | 1354 | / | /
CCCCc1cc(=O)oc2cc(C)cc(OCC(=O)NCCN3CCOCC3)c12 | / | / | -5 | 740 | i | 23 | / | / | / | 0.5% | / | / | i | 0.0 | / | / | / | /
CS(=O)(=O)Nc1ccc2[nH]c(=O)[nH]c2c1 | i | 15 | 3 | 657 | i | 52 | 3.9 | 1.6 | 7.0 | 0.6% | 0.46 | 1347 | i | 0.3 | -1.2 | 1102 | 3 | -8
Cc1ccc(-c2ccc(C(=O)NCc3ccc(Cl)cc3)o2)c2ccccc12 | i | 27 | -16 | 738 | i | 20 | 3.0 | 2.9 | 9.6 | -0.5% | -0.2 | 879 | i | 0.5 | / | / | 13 | -9
CCN(CC)S(=O)(=O)c1ccc(C2CNC(=O)C2)cc1 (stereo unspecified) | / | / | -1 | 529 | i | 34 | 3.4 | 1.2 | 6.5 | 0.4% | -0.33 | 2090 | i | 1.7 | 1.6 | 1095 | 7 | -1
CC1N/C(=C\C(=O)c2ccccc2)N(O)C1(C)C (stereo unspecified) | i | -12 | / | / | i | 7 | 2.1 | 1.3 | 5.9 | -0.1% | 0.07 | 1252 | i | 0.8 | -2.6 | 882 | -9 | -9
COC(=O)c1ccc(CN2CCC(n3nccc3NC(=O)C3CCCC3)CC2)cc1 | / | / | -1 | 831 | i | 19 | / | / | / | 0.1% | / | / | i | 1.6 | / | / | / | /
COc1ccc(OC)c(NC(=O)CCCNC(=O)c2ccc(Cl)cc2)c1 | / | / | 58* | 796* | i | 19 | / | / | / | 0.2% | / | / | i | 0.6 | / | / | / | /
CN(CC(=O)Nc1ccc(F)c(F)c1F)C(=O)c1ccc(=O)[nH]c1 | / | / | -2 | 699 | i | 68 | / | / | / | -0.1% | / | / | i | 0.0 | / | / | / | /
CCn1c(SCC(=O)NCc2ccc3c(c2)OCO3)nnc1-c1ccncc1 | i | -16 | -1 | 682 | i | 58 | 2.2 | 2.6 | 13 | 0.6% | 0.25 | 1626 | i | 0.1 | -1.9 | 1088 | -1 | -1
COCCOc1ccc(C(F)(F)F)cc1NC(=O)c1ccc(F)cc1 | i | -2 | -2 | 679 | i | 8 | 3.0 | 2.0 | 14 | -0.5% | -0.17 | 1338 | i | 0.7 | 1.7 | 856 | 1 | -4
CC(Cc1ccccc1)C(=O)NCc1ccncc1 (stereo unspecified) | i | -6 | -2 | 732 | / | / | 4.3 | 2.5 | 10 | 0.0% | 0.3 | 1180 | i | 1.4 | -3.7 | 512 | -5 | 0
O=c1oc2ccccc2c(N2CCCC2)c1[N+](=O)[O-] | i | 6 | -2 | 692 | i | 54 | 1.6 | 1.8 | 5.5 | 0.4% | -0.02 | 1223 | i | 0.6 | 2.7 | 979 | -7 | -5
COCCN1Cc2cccc(C(=O)Nc3ccc(-c4nc5ccccc5[nH]4)cc3)c2C1=O | i | 0 | 3 | 609 | i | 45 | 1.6 | 2.7 | 6.0 | 0.4% | -0.08 | 1270 | i | 0.2 | -0.7 | 943 | 5 | -4
CN1CCN(C(=O)c2ccccc2NC(=O)c2cccc(Cl)c2)CC1 | / | / | -5 | 730 | i | 69 | / | / | / | -0.5% | / | / | i | 1.3 | / | / | / | /
O=c1[nH]c(CN2CCCCC2)nc2c1C1(CCCCC1)Cc1ccccc1-2 | i | -3 | 2 | 672 | i | 55 | 4.2 | 1.0 | 3.8 | 0.1% | -0.01 | 1203 | i | 0.9 | / | / | 8 | 8
Cc1cccc(NC(=O)C(=O)NNC(=O)c2ccc(C(C)(C)C)cc2)c1 | / | / | 10 | 779 | i | 24 | / | / | / | -0.2% | / | / | i | 3.1 | / | / | / | /
Cc1cc(NCCN2CCCCC2)n2c(nc3ccccc32)c1C#N | i | -2 | -16 | 551 | / | / | 4.7 | 0.9 | 1.5 | 0.2% | 0.78 | 1711 | / | / | -0.9 | 1004 | -11 | -2
Cc1nc(N)nc(Nc2ccc(Cl)cc2)c1Br | i | -30 | / | / | i | 50 | 2.6 | 2.9 | 6.2 | -0.3% | 0.64 | 1439 | i | 1.7 | 8.1 | 1386 | 4 | 1
CCCN(CCC)CCCNC(=O)c1cn(CCOC)c(=O)c2c1c1ccccc1n2C | i | 0 | / | / | i | 28 | 2.7 | 1.0 | 12 | 0.1% | -1.5 | 1099 | i | 1.2 | -1.8 | 838 | -2 | 3

Shown with values under each structure: entries from further up.
Second line of a record – Autophagy mod | Autophagy mod cell loss 18 h | Hep lipid drop | Hep lipid drop cells 6.5 µM | T cell modulator | T cell modulator vesicle-bound % | MT stabilizer | MT stabilizer Hoechst-high % | MT stabilizer cytotoxicity % | West Nile virus CPE | Insulin prom up | Insulin prom up cell count | Myeloid diff 2 | Myeloid diff 2 GFP+ MAC1+ % | b-catenin transl | b-catenin transl cell count 5 µM | WT yeast gro inh | WT yeast gro inh mutant strain
CN(CC(=O)Nc1ccc(F)c(F)c1F)C(=O)c1ccc(=O)[nH]c1
→ / | / | -2 | 699 | i | 68 | / | / | / | -0.1% | / | / | i | 0.0 | / | / | / | /
CCn1c(SCC(=O)NCc2ccc3c(c2)OCO3)nnc1-c1ccncc1
→ i | -16 | -1 | 682 | i | 58 | 2.2 | 2.6 | 13 | 0.6% | 0.25 | 1626 | i | 0.1 | -1.9 | 1088 | -1 | -1
COCCOc1ccc(C(F)(F)F)cc1NC(=O)c1ccc(F)cc1
→ i | -2 | -2 | 679 | i | 8 | 3.0 | 2.0 | 14 | -0.5% | -0.17 | 1338 | i | 0.7 | 1.7 | 856 | 1 | -4

Following part.
SMILES | Autophagy mod | Autophagy mod cell loss 18 h | Hep lipid drop | Hep lipid drop cells 6.5 µM | T cell modulator | T cell modulator vesicle-bound % | MT stabilizer | MT stabilizer Hoechst-high % | MT stabilizer cytotoxicity % | West Nile virus CPE | Insulin prom up | Insulin prom up cell count | Myeloid diff 2 | Myeloid diff 2 GFP+ MAC1+ % | b-catenin transl | b-catenin transl cell count 5 µM | WT yeast gro inh | WT yeast gro inh mutant strain
COc1ccc(C(=O)NCCNc2nc3c(C)cccc3cc2C#N)cc1OC | / | / | 11 | 839 | i | 32 | / | / | / | -0.7% | / | / | i | 0.2 | / | / | / | /
CCOC(=O)C1=C(N)OC2=C(C(=O)CC(C)(C)C2)C1c1ccc(CC)s1 (stereo unspecified) | i | 0 | -18 | 711 | i | 61 | 3.9 | 2.9 | 8.4 | / | / | / | i | 0.1 | -3.5 | 699 | 15 | -1
O=C1OCC(c2ccccc2)=C1c1ccc(S(=O)(=O)N2CCOCC2)s1 | i | 3 | / | / | i | 34 | 3.4 | 1.8 | 13 | 1.2% | 0.28 | 1462 | i | 0.5 | 3.7 | 1446 | -3 | -5
CCCCn1c(N)nc2ccccc21 | i | 4 | 14 | 742 | i | 37 | 0.5 | 1.0 | 12 | -0.6% | / | / | i | 6.2 | / | / | -7 | 2
Cc1ccc(C(=O)N/N=C/c2ccoc2)cc1C | / | / | -1 | 766 | i | 3 | / | / | / | -0.3% | / | / | i | 1.1 | / | / | / | /
Cc1cccc(/C(N)=N/OC(=O)c2ccc(Cl)cc2Cl)c1 | i | 6 | 3 | 674 | i | 44 | 2.7 | 2.1 | 9.6 | -0.5% | 0.06 | 1290 | i | 0.3 | -1.2 | 941 | -5 | 20
O=C(NCc1ccc2c(c1)OCO2)c1ccc(C2SCC(=O)N2Cc2ccco2)cc1 (stereo unspecified) | i | 1 | -2 | 686 | i | 43 | 3.2 | 2.1 | 2.5 | -0.1% | 0.79 | 1076 | i | 1.0 | -1.9 | 1082 | 16 | 10
CC1CC(C)CN(CCCNC(=O)CCC(=O)N2CCOc3ccccc32)C1 (stereo unspecified) | / | / | -1 | 794 | i | 28 | / | / | / | -0.4% | / | / | i | 8.3 | / | / | / | /
CCC1(C)Cc2ccccc2-c2nc(NN)[nH]c(=O)c21 (stereo unspecified) | / | / | -2 | 853 | i | 18 | / | / | / | 0.2% | / | / | i | 0.4 | / | / | / | /
Cc1nn(-c2ccc(Cl)c(Cl)c2Cl)c(=O)c2ccccc12 | i | -1 | -24 | 799 | i | 44 | 2.8 | 1.6 | 0.1 | 2.0% | -0.84 | 763 | i | 2.2 | -3.8 | 1189 | 31 | 7
